Screening data deposited in PubChem by several laboratories.
LMPTP inh = LMPTP (human) inhibition | P24666 | recombinant LMPTP-A, OMFP fluorogenic substrate, fluorescence intensity | inhibition, % at 20 µM | hit rate 0.22% among 360,000 | AID 651560;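 active = compounds that cut the enzyme signal by at least half of the control window in the single-dose screen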;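 also: plate controls were DMSO wells with enzyme plus substrate for no effect and substrate without enzyme for full effect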
Target sequence (P24666 whole entry, looked up): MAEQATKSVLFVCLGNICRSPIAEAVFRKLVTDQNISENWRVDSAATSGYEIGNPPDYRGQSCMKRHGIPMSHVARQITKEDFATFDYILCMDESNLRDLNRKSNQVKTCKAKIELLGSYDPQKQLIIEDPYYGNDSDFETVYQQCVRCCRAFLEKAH
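Buffer or medium: Bis-Tris pH 6.0, DTT, detergent; Assay system: LMPTP-A enzyme; Quantity: 0.625 nM enzyme; Detection: endpoint fluorescence intensity; Times: 50 min dark incubation at room temperature; Controls: substrate-only low control, DMSO enzyme-plus-substrate high control; Doses: single 20 µM dose; Read-out: percent inhibition versus substrate-only and uninhibited controls; Reagent: 400 µM OMFP.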
DNMT1 block = blocks human DNA methyltransferase DNMT1; DNMT1 molecular beacon, Hinp1I cleavage, fluorescence; P26358; inhibition (reported as % activation of signal), % at 10 µM; AID 588458; hit rate 0.83% among 360,000; in the data active = inhibition above about 50%
Scp1 inh = blocks human Scp-1 phosphatase activity; hit rate 0.88% among 340,000; AID 493091; inhibition, % at 20 µM; Q9GZU7; Recombinant Scp1, phosphopeptide, malachite green phosphate absorbance;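 active = inhibition above about 50% at 20 µM, limit read from the data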;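 also: plate controls were DMSO wells with enzyme for no effect and wells lacking enzyme for full effect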
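Incubation: 45 min enzyme reaction at room temperature / System: truncated SCP-1 phosphatase (76-261aa) / Reagent: Phospho 17-mer peptide substrate / Buffer or medium: Acidic Tris acetate buffer with magnesium and detergent / Signal: absorbance at 630 nm / Doses: one concentration, 20 µM, with 1.0% DMSO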
Tb MetRS inh = Trypanosoma brucei MetRS inhibition | inhibition, % at 11.9 µM | purified T. brucei MetRS, ATP depletion, Kinase-Glo luminescence | AID 624268 | hit rate 0.4% among 360,000;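 active = inhibition above a per-plate cutoff of the control wells' mean inhibition plus 3 SD, cut at about 5.5% in these data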;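 also: 0% = DMSO wells median and 100% = median of wells with control inhibitor compound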
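Measured by: Kinase-Glo luciferase luminescence reporting remaining unconsumed ATP. Material: purified T. brucei MetRS enzyme. Doses: 11.9 µM compound single dose, 0.9% DMSO. Medium: HEPES buffer containing pyrophosphatase, BSA, spermine, DTT. Times: 15 min preincubation, 2 h reaction, all 25 °C. Reagent: methionine, ATP and bulk E. coli tRNA.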
CSN deneddyl inh = inhibitors of human CSN-mediated cullin deneddylation | inhibition, % at 12.5 µM | Purified CSN, SCF-Nedd8-OG deneddylation, fluorescence polarization | AID 651999 | hit rate 0.38% among 360,000 | Q92905;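 active = pattern-corrected inhibition above about 35%, with an unprinted fluorescence ratio check between 0.5 and 1.5, limit read from the data, passing the limit was not always enough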;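 also: 0% = enzyme with substrate and 100% = substrate without enzyme; some results filed as inactive read as strong as hits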
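Assay system: purified human Csn5 enzyme expressed in HEK293T cells; Input: 0.24 nM Csn5 enzyme, final concentration; Reagent: 10 nM SCFSkp2-Nedd8OG; Compound dosing: 12.5 µM single point; Times: reaction 90 min, room temperature; Technique: fluorescence polarization readout.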
MLLE-PAM2 inh = blocks PAM2 peptide binding to the PABP1 MLLE domain | P11940 | GST-MLLE / FITC-PAM2 fluorescence polarization | inhibition, % at 20 µM | hit rate 0.36% among 360,000 | AID 588489; in the data active = inhibition above about 35%, passing the limit was not always enough;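 also: plate controls were DMSO wells with GST-MLLE for no effect and wells lacking GST-MLLE protein for full effect; some results filed as inactive read as strong as hits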
Target sequence (P11940 whole entry, looked up, the tested form may be a part): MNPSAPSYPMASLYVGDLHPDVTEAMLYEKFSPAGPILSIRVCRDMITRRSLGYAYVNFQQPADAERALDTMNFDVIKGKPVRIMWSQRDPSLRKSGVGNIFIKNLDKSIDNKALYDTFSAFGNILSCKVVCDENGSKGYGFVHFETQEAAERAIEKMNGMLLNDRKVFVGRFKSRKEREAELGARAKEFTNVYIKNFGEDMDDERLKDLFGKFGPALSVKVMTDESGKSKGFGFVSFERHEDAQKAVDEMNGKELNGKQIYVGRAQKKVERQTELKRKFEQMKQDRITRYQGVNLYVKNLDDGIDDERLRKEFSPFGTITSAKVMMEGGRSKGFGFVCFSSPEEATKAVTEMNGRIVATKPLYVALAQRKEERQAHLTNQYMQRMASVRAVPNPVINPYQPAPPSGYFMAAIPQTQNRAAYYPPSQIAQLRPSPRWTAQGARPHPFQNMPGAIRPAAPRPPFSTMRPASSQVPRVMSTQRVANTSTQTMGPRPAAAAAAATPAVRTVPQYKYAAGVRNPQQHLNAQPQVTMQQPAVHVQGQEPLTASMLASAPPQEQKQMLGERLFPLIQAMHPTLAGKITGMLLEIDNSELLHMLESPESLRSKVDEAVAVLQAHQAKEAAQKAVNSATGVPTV
Rpn11 block = inhibitors of human proteasome Rpn11 | human 26S proteasome, Ub4-pepOG fluorescence polarization; 20S core pre-blocked with epoxomicin | calls only at 20 µM | AID 588493 | hit rate 0.59% among 360,000;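 active = inhibition at 20 µM, scaled to each plate's controls, above about 33%, limit read from the data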
Target sequence (O00487 whole entry, looked up): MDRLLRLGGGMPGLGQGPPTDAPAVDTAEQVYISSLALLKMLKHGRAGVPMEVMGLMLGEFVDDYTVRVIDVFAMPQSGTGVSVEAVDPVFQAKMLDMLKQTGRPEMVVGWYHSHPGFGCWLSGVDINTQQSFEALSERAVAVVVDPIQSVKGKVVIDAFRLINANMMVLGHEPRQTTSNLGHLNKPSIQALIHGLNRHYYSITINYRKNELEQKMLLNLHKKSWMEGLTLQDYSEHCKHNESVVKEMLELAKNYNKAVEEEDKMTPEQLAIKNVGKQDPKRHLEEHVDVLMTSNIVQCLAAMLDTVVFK
SUMO1-SIM PPI = modulators of human SUMO1-mediated protein-protein interactions. SUMO1 binding to a labelled peptide, TR-FRET, 1 h. inhibition, % at 20 µM. hit rate 0.33% among 360,000; in the data active = inhibition above about 37%
STEP inh = inhibitors of human striatal-enriched phosphatase STEP; hit rate 0.25% among 360,000; P54829; recombinant STEP, OMFP fluorogenic substrate, fluorescence; inhibition, % at 20 µM;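 active = inhibition at 20 µM, scaled per plate between control wells, above about 37%, limit read from the data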;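 also: 0% = DMSO with enzyme and substrate and 100% = substrate only without enzyme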
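System: STEP (striatal-enriched tyrosine phosphatase) enzyme, cell-free; medium: Bis-Tris pH 6.0 buffer with DTT, detergent; dosing: 20 µM, 1% DMSO; times: reaction 20 min, ambient temperature; detection: fluorescence, 480/540 nm; read-out basis: normalized % inhibition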
NadD block = inhibitors of Staphylococcus aureus NadD; inhibition, % at 20 µM; purified NadD enzyme, colorimetric absorbance read-out; hit rate 0.78% among 360,000; in the data active = inhibition above about 26%; also: some compounds past the cut are filed as inactive
Numbers without * were called inactive; i = inactive; · = not tested or not shown; + = active, no number; & = joins results of further samples.

SMILES	LMPTP inh	DNMT1 block	Scp1 inh	Tb MetRS inh	CSN deneddyl inh	MLLE-PAM2 inh	Rpn11 block	SUMO1-SIM PPI	STEP inh	NadD block
CCCNC(=S)Nc1ccc(Br)cc1	-1.2	6	-7	-0.7	-2	-23	i	2	5	-3
C/C(=N\NC(=O)c1ccc2c(c1)OCO2)c1ccc(NC(=O)CCCC(=O)O)cc1	0.1	1	0	-0.3	-1	-5	i	-3	2	-5
CC(=O)c1c(C)nn(C(C)CC(=O)O)c1C (stereo not drawn)	-1.8	2	-3	-1.5	2	4	i	0	-1	-4
COc1ccccc1C/C(N)=N/OC(=O)/C=C/c1ccccc1	0.5	5	-5	0.5	-4	-9	i	-11	3	2
Cc1cc(C)c(C#N)c(SCC(=O)c2cccs2)n1	0.7	-2	-4	-0.2	3	-4	i	-19	3	-3
Cc1cc2oc(C(=O)Nc3c(C)n(C)n(-c4ccccc4)c3=O)c(C)c2cc1C	-3.8	5	47	-0.6	-1	2	i	3	-2	3
c1ccc(CCNc2nc(-c3ccccn3)cs2)cc1	-0.5	9	-7	1.5	-2	-7	i	0	-3	-1
COc1ccc(C2C(C(=O)N3CCN(c4ccc(OC)cc4)CC3)c3ccccc3C(=O)N2C)cc1 (stereo not drawn)	-1.8	-3	-8	-0.4	-5	6	i	0	1	5
O=C(CC1Sc2ccccc2NC1=O)Nc1ccccc1[N+](=O)[O-] (stereo not drawn)	-1.2	4	-1	-0.6	-13	-1	i	-17	-2	-2
COc1ccc(C)cc1S(=O)(=O)N(CC(=O)Nc1cccc([N+](=O)[O-])c1)c1ccc(C)c(C)c1	1.5	-2	-10	0.1	6	-10	i	-4	-3	9
CCCCCN1CC(=O)N2C(C)c3[nH]c4ccccc4c3C[C@H]2C1=O (stereo partly drawn)	-0.2	0	-4	0.0	-1	7	i	0	32	-8
O=C(c1ccco1)N1CCCC(N2CCN(c3cccc(C(F)(F)F)c3)CC2)C1 (stereo not drawn)	0.9	2	-2	-0.3	0	3	i	0	3	5
O=C(N/N=C/c1ccc2c(c1)OCO2)c1ccc(NC(=O)c2ccccc2Cl)cc1	2.0	2	0	-1.1	-3	-2	i	-2	-2	11
Cc1ccc([C@@H]2[C@@H]3C(=O)N(c4ccccc4)C(=O)[C@@H]3[C@]3(C)C(=O)N(CC4CC4)CC(=O)N23)o1	-2.4	1	2	-0.2	1	2	i	2	-2	-9
CCOC(=O)/C(=N/O)C1=NC(C)(C)Cc2cc(C)c(C)cc21	-2.1	1	-3	-0.1	-19	7	i	-3	-1	2
CCN(CC)CCCn1c2c(c(SCC(=O)Nc3ccc(C)c(F)c3)nc1=O)CCC2	-0.3	0	-1	-0.2	-1	8	i	3	2	-6
CC(=O)Nc1ccc(NC(=O)C(C)Oc2ccc(Cl)cc2Cl)cc1 (stereo not drawn)	-1.2	0	1	-0.6	-2	3	i	1	-3	-3
NS(=O)(=O)c1ccc(N=C2C(=O)Nc3ccccc32)cc1	-0.6	-1	-3	-0.2	3	-14	i	-29	-2	-6
COCCc1ncc(CN2CCC(C(=O)Nc3cccc(-c4cscn4)c3)CC2)cn1	0.1	4	-5	-0.5	0	6	i	5	-1	-3
CCOC(=O)/C(=N/Nc1ccc(OC)cc1)N1CCCc2ccccc21	1.9	0	13	-0.5	1	9	i	7	1	5
O=C(N/N=C\c1ccoc1)c1ccco1	-2.6	4	9	-0.8	0	10	i	0	2	-3
O=[N+]([O-])c1cccc(C(=Nc2ccccc2)NO)c1	-0.4	1	0	0.7	3	-54	i	-11	-4	-2
CCOC(=O)c1cnn(-c2cc(C)nc3c(-c4ccccc4)cnn23)c1N	0.7	2	-6	-2.1	2	6	i	-5	-2	-1
CC1CCCCN1C(=O)CSc1nc2ccccc2[nH]1 (stereo not drawn)	0.2	4	2	-0.2	-3	-3	i	-1	-2	-8
O=C(CSc1ccccn1)Nc1cccc(NC(=O)CSc2ccccn2)n1	1.0	0	28	-0.6	5	-16	i	6	1	-4
Additional compounds follow:
SMILES	LMPTP inh	DNMT1 block	Scp1 inh	Tb MetRS inh	CSN deneddyl inh	MLLE-PAM2 inh	Rpn11 block	SUMO1-SIM PPI	STEP inh	NadD block
Cc1ccc([C@@H]2C[C@H]3[C@@H](CN2S(=O)(=O)c2ccc(Cl)cc2)C(=O)C[C@@H](c2cccc(Cl)c2)N3S(=O)(=O)c2ccc(C)cc2)cc1	-1.7	3	·	0.3	-4	0	i	-3	0	13
Cc1ccc(S(=O)(=O)NCC(=O)N(CC(=O)NCc2ccco2)Cc2ccc(F)cc2)cc1	0.6	-1	-3	-0.1	1	0	i	2	-4	-9
O=C(C[C@H]1CC[C@@H]2[C@H](COC[C@H](O)CN2Cc2cccc(F)c2)O1)NCc1cccc(F)c1	-2.1	·	·	-0.6	1	·	·	3	·	·
O=C(Nc1cccc2cccnc12)c1ccccc1Br	0.4	1	1	-0.8	2	-6	i	-7	2	-7
Cc1occc1C(=O)Nc1ccc(S(=O)(=O)N2CCN(C)CC2)cc1	1.0	-3	0	0.0	-5	-21	i	2	1	-9
CS(=O)(=O)c1ccc2nc(NC(=O)CN3CCC(Cc4ccccc4)CC3)sc2c1	-1.2	-1	-12	-0.1	6	-4	i	-3	-1	2
COc1ccc(/C=N/N2CCN(c3ccc(Cl)cc3)CC2)cc1O	2.3	-3	38	0.4	-2	19	i	-3	2	7
Nc1nonc1-n1nnc(C(=O)N/N=C/c2ccoc2)c1CSc1ccccc1	-1.0	-5	-7	0.2	1	-2	i	6	2	-2
O=S(=O)(c1cccc(C(F)(F)F)c1)N1CCN(c2ccccc2)CC1	1.3	-3	-2	-0.3	-4	5	i	-3	0	-2
Nc1nc2ccc(Br)cc2s1	-1.8	2	·	-0.4	3	-2	i	0	-2	0
O=C(Nc1cccc(OC(F)(F)F)c1)c1ccc(-c2cccnc2)c2ccoc12	2.5	69*	·	-0.2	4	-8	i	-14	0	4
Cc1c(/C(O)=C2/C(=O)C(=O)N(CCN(C)C)C2c2ccc(C(C)C)cc2)cnn1-c1ccccc1 (stereo not drawn)	0.2	-6	-4	-0.3	3	-3	i	-2	3	-1
CC(C)CC1(C)NC(=O)NC1=O (stereo not drawn)	0.1	3	-7	-1.0	-2	1	i	0	3	3
COc1ccc(/C=c2/sc3nc(-c4ccccc4)c(-c4ccccc4)n3c2=O)cc1	0.7	-2	-10	-0.5	-8	-14	i	-2	-1	15
Cc1ccc(C(=O)/C=C/c2ccc(-c3ccc(C)cc3)o2)cc1	0.2	3	-10	-0.3	3	-14	+	0	-2	34*
O=C(COc1ccc(S(=O)(=O)NCc2ccccc2)cc1Cl)NCc1ccccn1	-0.7	3	21	-0.8	-3	-1	i	-1	37	-4
C[C@@H](CN1C(=O)C(=O)NC[C@@H]1C)NC(=O)CC12CC3CC(CC(C3)C1)C2	0.5	4	-3	-0.1	-4	-2	i	-1	-3	-9
Cc1ccc(NC(=O)COC(=O)C2CC2(Cl)Cl)cc1C (stereo not drawn)	-2.5	4	3	-1.9	-8	-17	i	2	-1	-5
Cc1cnc(C(=O)OCC(=O)NCc2ccc(Cl)cc2)cn1	-0.5	-19	0	0.0	6	-15	i	3	4	2
O=C(c1cc(COc2c(F)cccc2F)on1)N1CC[C@@H]2CCCC[C@H]2C1	2.3	9	·	0.5	4	-13	i	1	0	-11
COc1cc(NC(=O)c2cc(C)on2)cc(C(=O)Nc2cccc(C(F)(F)F)c2)c1	0.3&8.0	-8&-5	-10	-0.9&0.4	19&29	2&-17	i	8&12	4&1	-15&-9
O=C(Nc1c(-c2ccccc2)[nH][nH]c1=O)c1ccccc1	-0.7	·	·	-0.7	3	·	·	-11	·	·
NC(=O)c1ccc(NC(=O)COC(=O)c2n[nH]c3ccccc23)cc1	1.1	-2	3	-0.4	2	-39	i	5	0	1
CC#CCCCC(=O)Nc1cc(OC)nc(OC)n1	-1.6	3	-11	-0.6	-1	11	i	1	0	-5
Cc1ccccc1S(=O)(=O)Cc1ccc(C(=O)N(C)C2CCCCC2)o1	1.0	-1	-1	-0.2	2	4	i	-2	-1	1

Another view of some results above:
| Molecule | LMPTP inh | DNMT1 block | Scp1 inh | Tb MetRS inh | CSN deneddyl inh | MLLE-PAM2 inh | Rpn11 block | SUMO1-SIM PPI | STEP inh | NadD block |
| --- | --- | --- | --- | --- | --- | --- | --- | --- | --- | --- |
| Cc1cc(C)c(C#N)c(SCC(=O)c2cccs2)n1 | 0.7 | -2 | -4 | -0.2 | 3 | -4 | i | -19 | 3 | -3 |
| Cc1cc2oc(C(=O)Nc3c(C)n(C)n(-c4ccccc4)c3=O)c(C)c2cc1C | -3.8 | 5 | 47 | -0.6 | -1 | 2 | i | 3 | -2 | 3 |
| c1ccc(CCNc2nc(-c3ccccn3)cs2)cc1 | -0.5 | 9 | -7 | 1.5 | -2 | -7 | i | 0 | -3 | -1 |
| COc1ccc(C2C(C(=O)N3CCN(c4ccc(OC)cc4)CC3)c3ccccc3C(=O)N2C)cc1 (stereo not drawn) | -1.8 | -3 | -8 | -0.4 | -5 | 6 | i | 0 | 1 | 5 |
| O=C(CC1Sc2ccccc2NC1=O)Nc1ccccc1[N+](=O)[O-] (stereo not drawn) | -1.2 | 4 | -1 | -0.6 | -13 | -1 | i | -17 | -2 | -2 |

Remaining list, next part.
SMILES	LMPTP inh	DNMT1 block	Scp1 inh	Tb MetRS inh	CSN deneddyl inh	MLLE-PAM2 inh	Rpn11 block	SUMO1-SIM PPI	STEP inh	NadD block
Cc1cc(C)c2c(=O)n(CC(=O)NC3CCCC3)sc2n1	-1.7	-1	-4	-1.1	6	30	i	0	-1	-15
O=C1SC(c2ccccc2)=N/C1=C/c1ccco1	-0.1	9	-17	-0.6	0	1	i	-5	-1	0
O=C(Nc1ccccc1C(=O)NCCCN1CCOCC1)c1ccc(F)cc1F	0.4	0	-5	0.0	-3	9	i	1	-3	-4
O=C(c1ccc(F)cc1F)N(Cc1ccccn1)Cc1ccco1	-1.7	3	2	-0.7	2	-7	i	1	13	-5
COc1cc(-c2nnc3n2CCCCC3)cc(OC)c1OC	-0.3	0	-7	-1.4	1	-3	i	5	-2	-1
Cc1ccc(C)c(OCCC(=O)Nc2cc(S(=O)(=O)N3CCCCC3)ccc2C)c1	0.7	-2	-24	0.1	1	1	i	3	-4	-12

This is a random part of the collection. About 3.6% of those tested had a hit in this group.
